# NCOA3 inh: inhibitors of human steroid receptor coactivator 3 (SRC3) | HEK293 GAL4-SRC3 luciferase reporter, luminescence | 360,000 tested, 0.17% active | inhibition, % at 3.6 µM | AID 588352;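 active means inhibition above a per-campaign cutoff, the mean of all compounds plus 3 SD, cut at about 60% in these data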;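 further: 0% = DMSO-treated cells and 100% = gossypol-treated cells at 36 µM; higher means less SRC3-driven luciferase light from the GAL4 reporter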
# MC4R ag barr: activates human MC4R beta-arrestin recruitment; activation, % at 8.9 µM; P32245; U2OS MC4R beta-arrestin complementation, luminescence; percent of melanotan II response, DMSO zero; 360,000 tested, 0.98% active;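 active means activation above a per-plate cutoff, the mean activation of sample wells on that plate plus 3 SD, cut at about 8% in these data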
# NCOA1 inh: inhibits human SRC1 coactivator; Q15788; HEK293 GAL4-SRC1 luciferase reporter, luminescence; inhibition, % at 3.6 µM; 360,000 tested, 0.12% active; AID 588354;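 active means inhibition above the campaign mean plus 3 SD, with each screening campaign given its own cutoff, cut at about 60% in these data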;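 further: 0% = DMSO treated cells and 100% = gossypol at 36 µM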
# LMP1 NFkB inh: Epstein-Barr LMP1 NF-kappaB reporter inhibition. LMP1-induced NF-kappaB luciferase reporter cells, luminescence. inhibition, % at 12.5 µM. 350,000 tested, 0.69% active. AID 504558; in the data active means inhibition above about 41%;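 further: 0% = neutral control wells and 100% = reference inhibitor control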
# MC4R antag cAMP: blocks human MC4R cAMP signaling; AID 540295; 360,000 tested, 0.48% active; MC4R-expressing cells, MTII-stimulated cAMP, LANCE TR-FRET; P32245; inhibition, % at 6.5 µM;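 active means inhibition above its plate's cutoff, the mean of tested wells on that plate plus 3 SD, cut at about 29% in these data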;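 further: 0% = Melanotan II alone and 100% = Melanotan II plus saturating MCL0020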
#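 Material: U2OS-MC4R stable cell line | Reagent: Melanotan II challenge after compound preincubation | Doses: One concentration, 6.5 µM nominal | Incubation: 30-min compound preincubation, 1-h Melanotan II challenge, 1-h detection, room temperature | Signal: TR-FRET cAMP assay | Replicates: One well per compound, no replicates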
# SRC2 inh: human SRC2 (NCOA2) inhibition. Q15596. HEK293 GAL4-SRC2 luciferase reporter, luminescence. inhibition, % at 9 µM. 370,000 tested, 0.17% active. AID 651957;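 active means inhibition above the mean inhibition of all tested compounds plus 3 SD, set per campaign, cut at about 52% in these data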;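 further: 0% = DMSO treated cells and 100% = cells given Gossypol at 36 µM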
# COUP-TFII inh: blocks human COUP-TFII nuclear receptor; inhibition, % at 8.6 µM; HEK293T NGFI-A luciferase reporter, luminescence; 370,000 tested, 0.7% active; P24468;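 active means inhibition above a per-plate cutoff, mean inhibition of test wells between control levels plus 3 SD, cut at about 38% in these data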;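 further: cells cotransfected with COUP-TFII expression vector driving the NGFI-A reporter; 0% = median of COUP-TF2 test wells and 100% = reporter-only cells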
# Target sequence (P24468 whole entry, looked up): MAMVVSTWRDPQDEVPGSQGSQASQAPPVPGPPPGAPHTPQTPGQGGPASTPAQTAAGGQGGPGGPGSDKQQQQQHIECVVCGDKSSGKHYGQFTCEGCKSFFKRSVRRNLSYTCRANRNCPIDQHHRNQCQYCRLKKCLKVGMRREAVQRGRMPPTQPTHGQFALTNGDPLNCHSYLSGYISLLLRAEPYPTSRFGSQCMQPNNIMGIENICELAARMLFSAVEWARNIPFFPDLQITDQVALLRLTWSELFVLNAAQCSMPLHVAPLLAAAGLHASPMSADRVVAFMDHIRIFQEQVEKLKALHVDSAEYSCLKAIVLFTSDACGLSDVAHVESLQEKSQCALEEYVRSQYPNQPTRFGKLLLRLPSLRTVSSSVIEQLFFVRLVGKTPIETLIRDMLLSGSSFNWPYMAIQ
# NR5A2 inv ag: inverse agonists of human LRH-1 (NR5A2). inhibition, % at 3.6 µM. O00482. HEK293T StAR-luciferase reporter, LRH-1 transfected, 24 h. 360,000 tested, 0.13% active;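 active means inhibition above the mean inhibition of all tested compounds plus 3 SD, cut at about 73% in these data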;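 further: 0% = DMSO wells and 100% = reporter-only cells lacking LRH-1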
# ABHD5 PLIN5 PPI: blocks binding of human ABHD5 to perilipin-5; 360,000 tested, 0.78% active; Split G. princeps luciferase complementation, luminescence, 4 h; inhibition, % at 4 µM; Q00G26+Q8WTS1;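 active means inhibition above the mean inhibition across every tested compound plus 3 SD, cut at about 22% in these data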;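 further: 0% = DMSO only wells and the 100% control is not disclosed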
# NOD2-RIPK2 inh: NOD2-RIPK2 protein interaction inhibition | O43353 | CHO BLA complementation NOD2-RIPK2, CCF4 ratio | inhibition, % at 4.98 µM | 360,000 tested, 0.38% active | AID 624267; in the data active means inhibition above about 21%;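 further: 0% = vehicle only and 100% = reference blocker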
# Target sequence (O43353 whole entry, looked up): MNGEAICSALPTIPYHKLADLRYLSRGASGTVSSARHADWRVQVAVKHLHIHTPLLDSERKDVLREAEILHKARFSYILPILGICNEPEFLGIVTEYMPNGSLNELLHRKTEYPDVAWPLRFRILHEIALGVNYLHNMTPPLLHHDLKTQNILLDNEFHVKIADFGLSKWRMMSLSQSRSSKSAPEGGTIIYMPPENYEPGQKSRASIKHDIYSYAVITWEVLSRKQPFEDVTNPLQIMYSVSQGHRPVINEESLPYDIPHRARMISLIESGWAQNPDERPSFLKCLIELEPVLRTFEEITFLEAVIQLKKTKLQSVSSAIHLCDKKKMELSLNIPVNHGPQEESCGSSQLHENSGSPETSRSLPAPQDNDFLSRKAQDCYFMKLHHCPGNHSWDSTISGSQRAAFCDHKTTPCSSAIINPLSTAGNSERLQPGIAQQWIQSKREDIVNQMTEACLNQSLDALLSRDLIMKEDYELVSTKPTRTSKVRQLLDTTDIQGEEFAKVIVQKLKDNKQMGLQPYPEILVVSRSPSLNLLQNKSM
# TLR9-MyD88 inh: inhibitors of human TLR9-MyD88 binding; inhibition, % at 4.98 µM; 340,000 tested, 0.21% active; Q9NR96+Q99836; AID 504734; CHO BLA complementation TLR9-MyD88, CCF4 FRET ratio;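 active means inhibition above the mean over all tested compounds plus 3 SD, cut at about 21% in these data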;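 further: 0% = DMSO only wells and 100% = clavulanate BLA inhibitor control wells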
# The depositor's hits bear a star; x = no result given. A portion of the library; count on the stated rates, not on these rows.
SMILES,NCOA3 inh,MC4R ag barr,NCOA1 inh,LMP1 NFkB inh,MC4R antag cAMP,SRC2 inh,COUP-TFII inh,NR5A2 inv ag,ABHD5 PLIN5 PPI,NOD2-RIPK2 inh,TLR9-MyD88 inh
CCN(C(=O)CN1C(=O)S/C(=C\c2ccccc2OC)C1=O)C1CCS(=O)(=O)C1 (configuration not stated),-13.0,-1.1,-1.4,-5.9,6.8,-13.2,10.1,1.5,-3.4,12.8,8.3
CN(C(=O)COC(=O)c1cccs1)c1ccccc1,-4.5,-0.7,-7.4,-0.5,1.5,-34.0,-16.2,-9.9,3.4,-12.1,0.0
COc1ccc(NC(=O)c2ccccc2)cc1NS(=O)(=O)c1ccc(F)cc1,-1.6,-0.7,-11.9,1.9,17.8,3.5,-0.2,-0.8,-6.5,6.5,4.5
CCOC(=O)Nc1ccc(C(=O)/C=C/c2ccccc2)cc1,-6.9,-2.5,-60.1,-0.3,1.9,-17.3,-36.0,-22.1,41.9*,1.9,-3.4
CCNC(=O)NC(=O)C(C)Oc1ccc(C(=O)OC)cc1 (configuration not stated),3.8,-0.9,-0.6,-0.1,2.3,-2.8,-14.3,7.4,-1.7,-5.3,4.5
CCC(=O)Nc1cccc(NC(=O)CSc2nnnn2C2CCCC2)c1,-13.8,-0.3,-16.1,-17.8,4.6,-6.3,-8.9,9.4,5.7,-2.5,-3.2
Cc1cc(NC(=O)CSc2nc3ccccc3n2CC(C)C)no1,16.8,-1.3,6.7,1.2,-2.9,-1.3,6.4,-3.1,2.7,-12.2,4.5
CCOC(=O)c1c(C)[nH]c(C(=O)OC(C)C(=O)Nc2ccc(C)cc2)c1C (configuration not stated),8.6,-0.4,5.1,-2.5,-2.1,-11.3,4.1,-4.2,-7.7,2.7,-3.6
CCOC(=O)c1sc(NC(=O)C2C3C=CC(C3)C2C(=O)O)nc1C (configuration not stated),-18.1,0.8,-3.9,0.0,0.2,8.0,-0.2,-1.0,0.7,-6.6,7.1
CN(Cc1ccccc1)C(=O)CCC1CCN(C(=O)CC2=CCCCC2)CC1,-2.6,-1.2,-1.8,-1.3,2.7,-3.5,5.9,-15.7,-2.3,-4.6,-0.2
Cc1[nH]c(=O)sc1C(=O)NCc1ccc([N+](=O)[O-])cc1,4.2,0.0,-7.9,x,0.7,-16.2,4.0,0.5,5.3,-3.5,x
CCOc1ccc(N2CC(C(=O)N3CCc4ccccc4C3)CC2=O)cc1 (configuration not stated),3.0,0.7,6.7,-0.7,-1.7,-11.4,9.2,-10.6,5.2,-2.6,-4.3
O=C(c1ccc2c(c1)OCO2)N1CCN(S(=O)(=O)N2CCCCC2)CC1,-15.3,-0.7,13.5,1.4,5.0,-7.3,5.1,4.7,1.9,7.8,-3.4
CCN(CCNC(=O)C1CCC(=O)N1Cc1ccc(C)cc1)c1ccccc1 (configuration not stated),4.3,1.3,-11.4,-17.5,1.0,17.2,10.8,-2.4,-1.5,-6.0,-8.2
CCOc1ccc(NC(=O)CN(C)C(=O)COc2cccc(CC)c2)cc1OCC,22.0,-4.6,-6.8,-4.6,4.7,-14.7,13.6,11.4,7.6,-15.6,1.5

# Entries of single compounds as entered above. Values in the order: NCOA3 inh, MC4R ag barr, NCOA1 inh, LMP1 NFkB inh, MC4R antag cAMP, SRC2 inh, COUP-TFII inh, NR5A2 inv ag, ABHD5 PLIN5 PPI, NOD2-RIPK2 inh, TLR9-MyD88 inh
# CN(Cc1ccccc1)C(=O)CCC1CCN(C(=O)CC2=CCCCC2)CC1 as listed: -2.6, -1.2, -1.8, -1.3, 2.7, -3.5, 5.9, -15.7, -2.3, -4.6, -0.2
# COc1ccc(NC(=O)c2ccccc2)cc1NS(=O)(=O)c1ccc(F)cc1 as listed: -1.6, -0.7, -11.9, 1.9, 17.8, 3.5, -0.2, -0.8, -6.5, 6.5, 4.5
# CCC(=O)Nc1cccc(NC(=O)CSc2nnnn2C2CCCC2)c1 as listed: -13.8, -0.3, -16.1, -17.8, 4.6, -6.3, -8.9, 9.4, 5.7, -2.5, -3.2
# CCOc1ccc(NC(=O)CN(C)C(=O)COc2cccc(CC)c2)cc1OCC as listed: 22.0, -4.6, -6.8, -4.6, 4.7, -14.7, 13.6, 11.4, 7.6, -15.6, 1.5

# Going on with the list.
SMILES,NCOA3 inh,MC4R ag barr,NCOA1 inh,LMP1 NFkB inh,MC4R antag cAMP,SRC2 inh,COUP-TFII inh,NR5A2 inv ag,ABHD5 PLIN5 PPI,NOD2-RIPK2 inh,TLR9-MyD88 inh
O=S(=O)(c1ccccc1)N1CCN(c2cccc(Cl)c2)CC1,-5.0,1.0,-7.2,10.2,2.7,-10.5,-9.8,12.2,-0.3,10.4,4.9
Cn1cccc1C(=O)NC(=O)COC(=O)c1ccc(O)cc1,-2.6,1.1,-9.3,-2.8,2.9,-3.3,-21.6,11.5,4.8,-2.0,-1.9
CCn1c(=O)c2cc(C(=O)NCCC(C)C)sc2c2ccccc21,16.7,0.2,16.7,13.1,-15.2,7.2,5.2,-21.4,-0.5,-13.2,-1.5
CC1(c2nnc(Cc3ccccc3)o2)CC(c2cccc([N+](=O)[O-])c2)=NO1 (configuration not stated),-1.7,-1.2,-0.8,4.9,7.5,13.2,2.9,6.2,-3.5,-5.3,15.6
O=C(NCc1ccco1)C1Cc2c(-c3cccc(F)c3)ccnc2O1 (configuration not stated),-2.1,-1.6,11.6,x,-20.2,5.8,3.5,-5.0,0.5,8.6,x
COc1ccc(S(=O)(=O)NCCC(=O)N2CCCC2)cc1N(C)S(C)(=O)=O,-11.7,-1.3,-10.6,1.1,3.8,3.0,-9.6,1.8,5.2,-2.3,8.3
CCOC(=O)C1CCCN(CC(=O)NC2=Nc3ccccc3N=C(C)C2c2ccccc2)C1 (configuration not stated),6.3,1.1,0.1,0.9,13.5,0.2,2.9,16.0,4.0,2.2,-8.4
COc1ccc(C(C)C)cc1S(=O)(=O)NCC1CCCO1 (configuration not stated),-17.5,-0.3,11.9,1.6,-4.0,4.0,17.2,6.7,-1.8,-4.7,4.9
Nc1[nH]n2c(=O)c3c(nc2c1N=Nc1ccccc1)CCCC3,-0.6,-0.8,5.6,14.9,-12.0,-31.4,-0.6,3.3,10.0,-4.0,-0.2
COc1ccc(OC)c(Nc2c3c(nc4ccccc24)CCC3)c1,14.9,-0.8,-11.4,25.4,-26.4,-6.2,-33.5,10.6,-3.5,9.1,-3.2
COC(=O)CN(c1cccc(OC)c1)S(C)(=O)=O,3.6,0.1,-10.2,3.9,4.0,-23.7,2.2,-7.9,2.6,5.9,-2.1
COCCNC(=O)c1ccc(-n2c(SCc3cccnc3)nc3ccccc3c2=O)cc1,8.7,-2.0,-23.6,-4.0,-1.2,-29.1,-2.2,-0.7,0.8,-2.7,-11.4
O=C(COC(=O)c1ccc(NS(=O)(=O)c2ccc3c(c2)OCCO3)cc1)NC1CCS(=O)(=O)C1 (configuration not stated),3.5,0.6,0.4,0.2,23.3,7.6,0.8,4.7,-1.9,0.3,-4.0
COc1cc(Cl)ccc1OCc1cc(C(=O)NCC(C)c2ccccc2)no1 (configuration not stated),-13.1,-1.5,6.9,-5.2,11.0,6.4,9.9,11.2,-1.9,12.0,13.8
CCn1ncc(Br)c1C(=O)Nc1cc(C)cc(C)c1,5.0,6.4,8.0,-6.8,5.6,-8.0,11.5,-7.8,-2.2,-2.7,-8.2
O=C(NCC(c1cccnc1)N1CCN(c2ccc(F)cc2)CC1)OCc1ccccc1 (configuration not stated),-10.5,-2.2,6.5,8.2,9.0,-12.0,4.7,2.7,2.9,8.7,2.5
COc1ccccc1N1CCN(C2CCCN(C(=O)c3ccsc3)C2)CC1 (configuration not stated),4.3,-2.8,-1.3,-3.7,5.7,13.7,-6.7,0.7,-11.6,-3.1,-1.2
COc1ccc(CNC(=O)CN(Cc2ccccc2)S(=O)(=O)c2ccc(Cl)cc2)cc1,2.4,1.5,-10.9,-6.6,25.2,4.0,7.0,-19.2,-3.0,-4.6,-11.6
COc1ccc(-n2nc(C(=O)c3cccs3)cc(-c3nc4ccccc4[nH]3)c2=N)cc1,-4.9,-1.8,-0.9,59.0*,-5.6,-14.9,-12.1,-7.7,1.6,9.6,1.5
CCOc1ccc(NC(=O)CN(C)C(=O)c2cn3ccccc3n2)cc1OCC,-1.8,-3.5,-8.0,1.4,-3.4,9.1,-7.1,8.6,-5.7,8.8,0.0
C[C@@H](CO)NC(=O)c1nc[nH]c1C(=O)N[C@H](C)c1ccccc1,-12.3,0.0,-5.8,-0.9,8.9,7.0,-5.7,18.1,-5.8,-4.9,2.8
COc1ccc2nc3oc(C(=O)NCCCOC(C)C)cc3cc2c1,1.4,-1.1,-10.5,-1.6,5.8,-15.5,-25.9,-2.4,12.3,3.3,3.1
Cc1nnc(SCCc2ccccc2)[nH]c1=O,5.8,0.3,5.2,-2.1,8.2,4.1,2.4,-13.2,-0.9,-6.9,-0.9
CCOC(=O)CC1=CSC2=NS(=O)(=O)CCN12,-1.0,-2.2,-3.9,-2.3,0.9,-2.3,8.8,12.0,0.0,-6.6,3.7
CCNC(=O)C1(C)CCCN(Cc2noc(-c3ccccc3OC)n2)C1 (configuration not stated),-9.6,0.8,4.3,x,7.0,-10.7,16.8,2.2,3.1,-5.0,x
COCCN(C(=O)Cn1nnc2ccccc21)C(C(=O)NC1CCCCC1)c1ccc(OC)cc1OC (configuration not stated),8.4,-0.7,12.3,-0.7,-3.2,-22.0,-6.2,16.8,4.3,-0.4,3.3
CN(Cc1ccc(Cl)cc1Cl)C(=O)CNC(=O)c1ccc2c(c1)OCO2,13.3,-3.1,-1.7,1.7,-6.9,20.3,16.9,-10.1,-4.7,-9.2,-6.1
Cc1[nH]c2ccc(C(C)C)cc2c1CC(=O)O,-8.2,-2.9,-3.0,0.6,2.9,9.2,-16.3,10.0,10.2,1.2,x
COc1ccc(CN2C(=O)C(CC(=O)NCCCN(C)C)CC(C(=O)N3CCOCC3)=C2C)cc1 (configuration not stated),-25.6,x,4.8,x,x,1.3,20.8,-24.0,3.3,6.3,x
O=C(CCc1nnc2ccc(NCc3ccco3)nn12)N1CCN(c2ccc(F)cc2)CC1,-1.3,3.5,1.7,4.7,-10.1,-17.3,-3.1,3.4,17.6,2.5,-5.5
CN(C(=O)Nc1ccc(Cl)cc1)n1cnc2ccccc2c1=O,-6.2,0.3,-15.6,x,-2.5,-19.0,-10.2,-10.9,-0.9,-14.6,x
Cc1cc(-c2ccccc2)nc(Oc2cccc(C(F)(F)F)c2)c1S(C)(=O)=O,5.1,1.3,3.5,-4.3,-5.9,-19.3,5.6,13.0,9.4,1.3,8.7
COc1ccccc1C(c1nnnn1CC1CCCO1)N1CCN(c2ccccc2)CC1 (configuration not stated),7.4,-0.4,-6.8,6.6,-0.9,5.0,-16.0,16.3,-1.0,-3.7,-1.1
